Assay outcomes as filed in PubChem BioAssay.
tuberculosis growth = growth inhibition of non-replicating M. tuberculosis (AID 488890); Mycobacterium tuberculosis non-replicating, growth inhibition; higher % means a stronger effect; inhibition, % at 25 µM; hits with a dose series show IC50 in µM; hit rate 0.39% among 320,000; in the data active = a potency from the dose series; inconclusive = inhibition mostly from about 82% at the one dose, without a potency; inactive = the rest, 99 in 100 with inhibition below about 76%;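 note: plate controls were DMSO cells for no effect and high antibiotic wells for full effect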
Salmonella PhoP GFP = PhoP regulon inhibitors, Salmonella typhi PhoP promoter GFP reporter, confirmatory (AID 1850) | Salmonella Typhi PhoP-promoter GFP reporter, fluorescence, 4 h; higher % means a stronger effect | hit rate 0.33% among 310,000 | inhibition, % at 50 µM; hits with a dose series show IC50 in µM; in the data active = a potency from the dose series; inconclusive = inhibition mostly from about 25% at the one dose, without a potency; inactive = the rest, 99 in 100 with inhibition below about 19%;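 note: 0% = induced wells with vehicle and 100% = uninduced wells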
influenza NS1A = H1N1 influenza NS1A inhibitors, functional cell based assay (AID 504329). NS1A functional cell-based assay, percent inhibition; higher % means a stronger effect. inhibition, % at 12.5 µM, or IC50 in µM where a hit was titrated. hit rate 0.3% among 340,000; in the data active = a potency from the dose series; inconclusive = inhibition above about 27% without an active follow-up result; note: strong numbers were not always called active
M. tuberculosis HTS = M. tuberculosis growth inhibition, HTS (AID 449762). hit rate 0.59% among 330,000. M. tuberculosis H37Rv growth inhibition, 7H9 media; higher % means a stronger effect. inhibition, % at 25 µM, or IC50 in µM where a hit was titrated; in the data active = a potency from the dose series; inconclusive = inhibition above about 70% without an active follow-up result;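 note: bacterial growth assessed after seven days of incubation; strong numbers were not always called active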
VEEV TC-83 Vero = inhibitors of VEEV TC-83 cytopathic effect, confirmation, Vero cells (AID 588727); one-dose inhibition, % at 20 µM; IC50 in µM for titrated hits; Vero cells, VEEV TC-83 cytopathic effect inhibition; higher % means a stronger effect; hit rate 0.13% among 350,000; in the data active = a potency from the dose series; inconclusive = inhibition mostly from about 14% at the one dose, without a potency; inactive = the rest, 99 in 100 with inhibition below about 12%; note: strong numbers were not always called active
VEEV TC-83 Vero 10K pilot screen = further read-out of VEEV TC-83 Vero, marked with its call; inhibition, %; measured here: 10K pilot screen inhibition
Starred values were filed as active, the others as inactive; i = inactive; ? = inconclusive; . = no result given. Random draw from the library (roughly 1.6% active in at least one column).

SMILES	tuberculosis growth	Salmonella PhoP GFP	influenza NS1A	M. tuberculosis HTS	VEEV TC-83 Vero	others
CCOc1cc(/C=C2/SC(=S)N(CC3CCCO3)C2=O)ccc1O (centres undefined)	8%	0%	11%	0%	2.5%
NC(=O)Cn1cnc2nc3n(c2c1=O)CCC3	-5%	-25%	9%	7%	0.9%
Cc1cc(=O)[nH]c(-n2ncc(C#N)c2N)n1	13%	3%	14%	2%	0.7%
Clc1ccc(-c2csc(-c3ccncc3)n2)cc1	34%	-6%	-8%	?	0.1%
Cc1[nH]c2ccccc2c1CC#N	-8%	4%	0%	7%	i
Cc1cccc(NC(=O)CSCC(=O)Nc2cccc3ncccc23)c1	19%	-12%	-1%	-7%	3.0%
O=C(O)CCC(=O)c1cccc2ccccc12	-8%	-3%	8%	5%	6.2%
Cc1ccc(S(=O)(=O)N2CCCC2C(=O)Oc2ccccc2)cc1 (centres undefined)	78%	13%	-6%	-12%	1.1%
Cc1ccc(Cn2c(=O)c3ccccc3n3nc(C)cc23)cc1	16%	4%	11%	5%	0.6%
CCOc1cc(NC(=O)c2ccco2)c(OCC)cc1NC(=O)COc1ccccc1	10%	0%	-1%	?	5.8%
Cc1ccc(C(C)C)c(OCCCNCc2cccnc2)c1	27%	-14%	4%	2%	i
CN1C=CC=C/C1=C1\SC(=S)N(c2ccccc2)C1=O	-16%	-7%	-24%	-16%	5.2%
O=C(Nc1c2c(nn1-c1ccccc1)CS(=O)C2)c1ccc2c(c1)OCO2 (centres undefined)	-11%	0%	-2%	-9%	2.0%
Cc1cccc(NC(=S)Nc2cccc(C)n2)n1	4%	-1%	-14%	5%	0.8%
Cn1c(SCc2ccccc2Cl)nnc1-c1cnccn1	59%	7%	-5%	-24%	1.0%
O=[N+]([O-])c1ccccc1NCc1ccc(Cl)cc1	28%	-1%	.	-6%	.
CC1CCC(NC(=O)C2c3ccccc3C(=O)N2Cc2ccc3c(c2)OCO3)CC1 (centres undefined)	6%	6%	5%	1%	0.5%
O=C(COC(=O)c1ccncc1)Nc1cccc(Cl)c1	0%	8%	0%	-2%	0.8%
COc1ccc(C2=CSC3=NCCN23)cc1F	9%	-4%	-3%	-2%	i
COC(=O)[C@]1(Cc2ccccc2)N[C@H](CN(C)C(=O)Nc2ccc(C)cc2)[C@@H]2C(=O)N(C)C(=O)[C@@H]21	8%	.	-2%	-5%	0.9%
Cc1nn(-c2cccc(Cl)c2)nc1C(=O)Nc1cccc(C(=O)NC2CC2)c1	15%	.	-7%	-1%	10%
O=C(COc1ccc(S(=O)(=O)Nc2ccccc2)cc1)NCc1ccncc1	2%	-8%	3%	-2%	1.1%
Cc1csc(=O)n1CC(=O)Nc1ccc(Cl)cc1F	12%	.	-8%	-3%	2.1%
Cc1ccc(N(C)S(=O)(=O)c2cc3c(cc2C)NC(=O)CO3)cc1	-5%	3%	2%	-9%	0.9%	VEEV TC-83 Vero 10K pilot screen=0.1
Cc1ccc(-c2nnc(NC(=O)c3ccco3)s2)cc1	26%	3%	8%	9%	3.0%

Reprinted at random: 5 compounds from above
SMILES	tuberculosis growth	Salmonella PhoP GFP	influenza NS1A	M. tuberculosis HTS	VEEV TC-83 Vero	others
COc1ccc(C2=CSC3=NCCN23)cc1F	9%	-4%	-3%	-2%	i
Cc1nn(-c2cccc(Cl)c2)nc1C(=O)Nc1cccc(C(=O)NC2CC2)c1	15%	.	-7%	-1%	10%
Cc1cccc(NC(=S)Nc2cccc(C)n2)n1	4%	-1%	-14%	5%	0.8%
Clc1ccc(-c2csc(-c3ccncc3)n2)cc1	34%	-6%	-8%	?	0.1%
Cc1ccc(C(C)C)c(OCCCNCc2cccnc2)c1	27%	-14%	4%	2%	i

Following part
SMILES	tuberculosis growth	Salmonella PhoP GFP	influenza NS1A	M. tuberculosis HTS	VEEV TC-83 Vero	others
COc1cc(CNCCc2ccc(S(N)(=O)=O)cc2)ccc1OCC(=O)NC(C)(C)C	-20%	12%	-5%	-15%	0.1%
O=C(CN1C(=O)NC2(CCCC2)C1=O)Nc1ccc(F)c(Cl)c1	-8%	10%	2%	9%	i
CC1(C)CC(=O)C/C(=N/NC(=O)c2ccc(-c3ccccc3)cc2)C1	13%	-3%	5%	8%	1.3%
COc1ccc(-n2nc3c(c2NC(=O)c2ccc(Br)o2)CS(=O)(=O)C3)cc1	7%	2%	6%	0%	i
O=C(O)c1ccccc1C(=O)N1CCc2c([nH]c3ccccc23)C1C(F)(F)F (centres undefined)	-8%	-22%	.	7%	4.9%
Nc1nc(N)nc(-c2ccc(Cl)c(Cl)c2)n1	-16%	.	-2%	-3%	9.7%
COC(=O)c1sc(-c2ccc(Cl)cc2)cc1NC(=O)/C=C/C(=O)O	58%	-20%	-2%	63%	?
COc1cc(Br)c(CC(=O)NC2CC2)cc1OC	8%	-3%	10%	-3%	0.2%
COCCNc1nc(C)cc(-c2cc(C(=O)NCc3ccccc3)on2)n1	4%	2%	5%	2%	0.6%
CCCC(=O)N(Cc1cc2ccccc2[nH]c1=O)c1ccccc1OC	7%	6%	0%	-2%	i
CCn1ncc(C(=O)Nc2ccc(S(=O)(=O)N3CCCC3)cc2)c1C	7%	-10%	-17%	-4%	1.4%
COc1ccc(NC(=O)c2nc3nccc(C)n3n2)cn1	-20%	-3%	-3%	-2%	1.5%
COc1ccc(N2CCN(C(c3nnnn3C3CCCC3)C(C)C)CC2)cc1 (centres undefined)	-1%	5%	2%	7%	5.6%
CCN(c1ccccc1)S(=O)(=O)c1ccc(Cl)c(NC(=O)CSc2ncn[nH]2)c1	-2%	16%	0%	-11%	9.8%
COc1ccccc1C(=O)C1CCCN(C(=O)c2cnn(C(C)C)c2)C1 (centres undefined)	0%	1%	3%	7%	2.5%
COc1ccc(CNc2cccc(C)n2)c(O)c1	17%	-7%	-3%	-1%	0.1%
Cc1ccc(Nc2cc(Cl)nc(N)n2)c([N+](=O)[O-])c1	.	.	6%	.	0.8%
O=C(NCCc1ccccc1F)C1CC(=O)N(c2ccccc2)C1 (centres undefined)	-13%	-5%	-16%	-16%	8.5%
O=C(c1ccc2c(c1)OCO2)N1CCNc2ccccc2C1	-7%	-1%	0%	-1%	i
O=C(CSc1ncc(S(=O)(=O)c2ccccc2)c(=O)[nH]1)Nc1ccccc1Cl	8%	-10%	-25%	5%	0.3%
CCOc1ccc(/C=C2/SC(=S)N(C(C(=O)O)c3ccccc3)C2=O)cc1OCC (centres undefined)	.	.	-1%	.	4.4%
CC(Oc1cccc(Cl)c1)C(=O)Nc1ccccc1N1CCCC1 (centres undefined)	20%	0%	13%	?	4.8%
CC(C)NC(=O)CSc1c2c(nc3ccccc13)CCCC2	30%	1%	1%	8%	0.1%
COc1ccccc1C(=O)NN1C(=O)C2C3C=CC(O3)C2C1=O (centres undefined)	3%	-2%	-15%	-11%	0.9%
COc1ccc(C(c2nnnn2C2CCCCC2)N2CCN(C)CC2)c(OC)c1 (centres undefined)	9%	2%	-2%	1%	0.1%
SMILES	tuberculosis growth	Salmonella PhoP GFP	influenza NS1A	M. tuberculosis HTS	VEEV TC-83 Vero	others
N#Cc1c(NC(=O)C2CCCO2)sc2c1CCCCC2 (centres undefined)	21%	3%	-6%	3%	2.4%
Cc1cc(C)nc(N(C#N)S(=O)(=O)c2ccccc2)n1	20%	-6%	-6%	17%	0.5%
CCn1c(=O)c(C(=O)Nc2ccc(C)cc2C)c(O)c2ccccc21	-5%	2%	-10%	-4%	7.8%
Cc1cccc(/C=C(\C#N)C(=O)Nc2ccccn2)c1	-9%	5%	9%	-8%	1.8%
COc1ccc(C2CC(C(F)(F)F)n3nc(C(=O)NCc4c(C)nn(C)c4C)c(Cl)c3N2)cc1 (centres undefined)	17%	5%	-8%	-2%	i
O=C(NCC(=O)N1CCN(c2ccccc2F)CC1)c1ccco1	.	.	10%	.	1.3%
CCOC(=O)C1(CCCc2ccccc2)CCN(C(=O)c2cnn(CC)c2)CC1	11%	-15%	1%	15%	i
O=C(CNC(=O)c1ccc(Cl)cc1Cl)OCCOc1ccccc1F	74%	.	-11%	30%	i
Cc1ccc(NS(=O)(=O)c2cc3c4c(cccc4c2)C(=O)NC3=O)cc1C	1%	13%	-5%	-4%	5.8%
COc1ccc([C@H]2CC(=O)C=C(c3ccc4c(c3)OCO4)C2)cc1OC	11%	.	12%	22%	i	VEEV TC-83 Vero 10K pilot screen=2.0
CN(C(=O)CO/N=C/c1ccc(Cl)cc1)c1ccccc1	36%	14%	-5%	0%	i
N#CCSc1nnc(COc2cccc3ccccc23)n1-c1ccccc1	6%	2%	-6%	6%	i
CC(=O)c1ccc(S(=O)(=O)N2CCCC(N(C)CCc3ccccc3)C2)cc1 (centres undefined)	16%	-4%	3%	11%	i
COc1ccc(-c2csc(N3CCC(c4ccccc4)CC3)n2)cc1	1%	1%	-2%	-1%	i
CCn1cc(S(=O)(=O)Nc2cc(C)ccc2F)cn1	26%	-5%	-10%	-7%	0.4%
COc1ccc(N(CCOc2ccccc2)S(=O)(=O)c2ccccc2)cc1	-14%	.	-12%	7%	4.7%
CC(=O)c1ccc(NC(=O)CCCC(=O)c2ccccc2)cc1	32%	-2%	-26%	3%	0.8%
CCCN(CCC)C(=O)CC(c1ccccc1)c1cc(Br)ccc1O (centres undefined)	2%	0%	-5%	1%	i
O=C(CSc1nnc(NC(=O)c2ccccc2[N+](=O)[O-])s1)NCc1ccco1	20%	-10%	1%	-24%	4.8%
OC(COc1ccccc1F)CN1CCC(Cc2ccccc2)CC1 (centres undefined)	28%	0%	4%	13%	i
Cc1cc(NC(=O)Cn2cc([N+](=O)[O-])cn2)n(Cc2ccc(F)cc2)n1	2%	-3%	-3%	1%	3.1%
COc1ccc(/C=C/C(=O)OCC(=O)Nc2ncc(Cl)cc2Cl)cc1	27%	.	6%	6%	0.1%
O=C(CCNS(=O)(=O)c1cccc2nonc12)NCCc1ccc(Cl)cc1	9%	-8%	-9%	-4%	6.2%
CC(Oc1ccccc1F)c1nnc(SCC(=O)N(c2ccccc2)C2CCS(=O)(=O)C2)o1 (centres undefined)	11%	.	-10%	2%	1.4%
CN(C)S(=O)(=O)c1ccc(C(=O)Nc2ccccc2C(=O)O)cc1	18%	-3%	-6%	4%	0.3%

Structural class, the entries above with bromine (3)
SMILES	tuberculosis growth	Salmonella PhoP GFP	influenza NS1A	M. tuberculosis HTS	VEEV TC-83 Vero	others
COc1ccc(-n2nc3c(c2NC(=O)c2ccc(Br)o2)CS(=O)(=O)C3)cc1	7%	2%	6%	0%	i
COc1cc(Br)c(CC(=O)NC2CC2)cc1OC	8%	-3%	10%	-3%	0.2%
CCCN(CCC)C(=O)CC(c1ccccc1)c1cc(Br)ccc1O (centres undefined)	2%	0%	-5%	1%	i

Continued:
SMILES	tuberculosis growth	Salmonella PhoP GFP	influenza NS1A	M. tuberculosis HTS	VEEV TC-83 Vero	others
O=C(CCN1CCN(Cc2ccccc2)CC1)NNC(=O)Nc1cccc(C(F)(F)F)c1	9%	-5%	-6%	7%	1.9%
Cc1nc(Nc2ccc(S(N)(=O)=O)cc2)oc1C	.	-2%	-10%	1%	1.4%
O=C(Nc1cc(Sc2ccccn2)cc([N+](=O)[O-])c1)c1cccc(Cl)c1	13%	-7%	4%	6%	7.6%
COC(=O)C1=C(c2ccc(F)cc2OCc2ccccc2)C[C@@H]2CC[C@H]1N2C(=O)NCCCc1ccccc1	-19%	.	-4%	4%	i	VEEV TC-83 Vero 10K pilot screen=0.2
COC(=O)c1ccccc1NC(=O)c1noc2c1CCC2	36%	0%	-2%	-5%	3.1%
O=C(Cc1ccc(Cl)cc1)NCCCn1ccnc1	17%	4%	-6%	1%	i
COCc1nc2sc(C)c(C)c2c(=O)[nH]1	-3%	1%	0%	-8%	0.5%
O=C1c2ccccc2-c2c1cccc2C(=O)N1CCOCC1	-5%	-29%	-12%	3%	i
Cc1ccc(-n2cc(C(=O)c3ccc4ccccc4c3O)cn2)cc1	-2%	-13%	-7%	-7%	3.6%
NC(=O)Nc1ccc2c(c1)OCCO2	-21%	0%	-3%	0%	0.3%
O=C(Nc1ccccc1)OCC(CN1CCCCC1)OC(=O)Nc1ccccc1 (centres undefined)	3%	0%	4%	-1%	3.7%
Cc1cccc(NC(=O)c2cccc(NS(=O)(=O)c3ccc(Cl)cc3)c2)c1	17%	-2%	3%	4%	3.2%
COC(=O)c1ccccc1NC(=O)CN(CCc1ccccc1)S(C)(=O)=O	12%	-5%	6%	-1%	4.6%
CCCS(=O)(=O)N1CCCC(C(=O)Nc2ccc3c(c2)CCC3)C1 (centres undefined)	9%	-3%	-8%	7%	0.1%
CCc1ccc(/C=C2/SC(N3CCOCC3)=NC2=O)cc1	17%	-9%	-15%	2%	3.7%
